# Assay outcomes from PubChem BioAssay.
# RBBP9 inh – blocks human serine hydrolase RBBP9 | O75884 | recombinant RBBP9, FP-Rh probe fluorescence polarization | inhibition, % at 7.94 µM | 220,000 tested, 0.2% active | AID 1515;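 active = inhibition above the campaign mean of all tested compounds plus 3 SD, cut at about 14% in these data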;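 note: plate controls were DMSO wells with RBBP9 for no effect and wells lacking RBBP9 protein for full effect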
# Target sequence (O75884 whole entry, looked up): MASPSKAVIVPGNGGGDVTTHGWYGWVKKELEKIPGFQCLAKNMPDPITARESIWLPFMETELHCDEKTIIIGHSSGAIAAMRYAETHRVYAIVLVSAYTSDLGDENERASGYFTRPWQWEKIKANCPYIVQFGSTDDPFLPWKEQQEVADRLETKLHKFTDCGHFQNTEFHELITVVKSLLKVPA
#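 Measured by – fluorescence polarization · Test system – RBBP9 protein · Input – 2.5 µM RBBP9 dispensing solution, before mixing · Measure – percent inhibition from mP, scaled between DMSO and no-protein wells · Benchmarks – DMSO-treated enzyme wells and wells lacking RBBP9 · Times – preincubation 30 min plus labeling 45 min at 25 °C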
# S1P4 antagonist – antagonists of human S1P4 receptor. 220,000 tested, 0.26% active. inhibition, % at 4.98 µM. AID 1510. S1P4-expressing cells, antagonist mode, reporter read-out; in the data active = inhibition above about 29%;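 note: 0% = wells stimulated with agonist and 100% = vehicle wells without agonist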
# NPY2 pot ag – potentiators or agonists of human neuropeptide Y receptor Y2. 220,000 tested, 0.45% active. cells expressing NPY-Y2, potentiator/agonist read-out. activation, % at 3.6 µM; in the data active = activation above about 27%;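 note: cells stimulated with NPY near EC25 plus isoproterenol at EC100; 0% = vehicle plus submaximal agonist and 100% = vehicle plus saturating agonist; some results beyond the cut were filed as inactive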
# Target sequence (P49146 whole entry, looked up): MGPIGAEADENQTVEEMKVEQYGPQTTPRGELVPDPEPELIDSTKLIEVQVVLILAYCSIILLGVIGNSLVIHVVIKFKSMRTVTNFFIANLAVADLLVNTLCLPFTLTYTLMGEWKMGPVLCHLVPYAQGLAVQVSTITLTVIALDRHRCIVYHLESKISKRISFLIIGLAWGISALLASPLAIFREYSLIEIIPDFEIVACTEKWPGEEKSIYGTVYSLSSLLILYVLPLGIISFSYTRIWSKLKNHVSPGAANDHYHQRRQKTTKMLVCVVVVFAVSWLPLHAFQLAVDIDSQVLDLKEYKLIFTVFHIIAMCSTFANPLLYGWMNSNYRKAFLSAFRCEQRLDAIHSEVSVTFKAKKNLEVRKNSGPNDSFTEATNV
# NPY-Y1 PAM-ag – human NPY-Y1 potentiation or agonism, primary screen | NPY-Y1 expressing cells, potentiator/agonist activation | AID 1304 | activation, % at 3.6 µM | P25929 | 220,000 tested, 0.37% active; in the data active = activation above about 33%, passing the limit was not always enough;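 note: cells stimulated with NPY at EC10 then isoproterenol at EC100; 0% = low agonist plus stimulus and 100% = saturating agonist plus stimulus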
# Target sequence (P25929 whole entry, looked up): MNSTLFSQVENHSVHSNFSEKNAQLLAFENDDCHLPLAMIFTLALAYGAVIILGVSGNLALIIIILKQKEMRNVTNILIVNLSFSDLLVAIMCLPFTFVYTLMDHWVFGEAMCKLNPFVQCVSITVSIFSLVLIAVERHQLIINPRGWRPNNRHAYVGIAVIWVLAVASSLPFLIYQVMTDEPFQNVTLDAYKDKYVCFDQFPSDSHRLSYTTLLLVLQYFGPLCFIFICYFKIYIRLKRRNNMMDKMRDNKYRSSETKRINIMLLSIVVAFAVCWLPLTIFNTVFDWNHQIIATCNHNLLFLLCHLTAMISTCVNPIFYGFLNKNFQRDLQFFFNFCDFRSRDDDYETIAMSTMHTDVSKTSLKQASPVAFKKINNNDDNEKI
# Runt-CBFb FRET – inhibitors of human RUNX1 Runt domain binding to CBFb. Q01196+Q13951. Cerulean-Runt/Venus-CBFb FRET ratio 530/480, 1 h. inhibition, % at 20 µM. 220,000 tested, 0.46% active. AID 1496;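 active = inhibition over about 50% at 20 µM in the single-dose screen, limit read from the data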;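 note: 0% = DMSO wells and 100% = excess unlabeled CBFb competitor control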
#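 System: Cerulean-labeled Runt domain protein | Quantity: 100 nM of each labeled protein | Schedule: 1 h compound exposure, room temperature | Detection: Fluorescence energy transfer, 422 nm excitation, 530/480 nm emission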
# NPY-Y1 antag – NPY-Y1 (human) receptor antagonism; HEK293-CNG Y1 cells, membrane potential fluorescence; NPY at EC95, then isoproterenol; P25929; 200,000 tested, 1% active; inhibition, % at 3.6 µM; AID 1040;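 active = inhibition above the campaign mean inhibition of all tested compounds plus 3 SD, cut at about 20% in these data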;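 note: 0% = DMSO wells given NPY plus isoproterenol and 100% = isoproterenol alone without NPY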
#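 System: HEK293 cells with Y1 receptor plus CNG channel / Probe or stimulus: NPY 25 nM then isoproterenol 1 µM plus Ro 20-1724 25 µM / Compound: one concentration, 3.6 µM, in 0.4% DMSO / Schedule: compound incubation 1 h at room temperature, readout 45 min post-stimulation / Measured by: membrane potential fluorescence / Read-out: % inhibition of NPY effect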
# S1P4 ag – human S1P4 receptor agonism; S1P4-expressing cell line, agonist reporter assay; activation, % at 4.98 µM; O95977; 220,000 tested, 0.35% active; in the data active = activation above about 11%;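 note: 0% = DMSO vehicle and 100% = reference agonist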
# Ba/F3 V617F tox – reduce viability of Ba/F3 cells dependent on JAK2V617F; Ba/F3 EpoR-JAK2V617F viability, ATP luminescence; inhibition, % at 5.6 µM; 220,000 tested, 1.1% active; AID 1446;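 active = inhibition above the campaign mean plus 3 SD over all tested compounds, cut at about 24% in these data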;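 note: cytokine-independent growth of Ba/F3 cells driven by EpoR plus mutant JAK2; 0% = DMSO-treated cells and 100% = JAK inhibitor I control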
# BaF3 tox – parental Ba/F3 viability inhibition as JAK2V617F counter-screen; CellTiter-Glo ATP luminescence; AID 1486; 220,000 tested, 1.1% active; inhibition, % at 5.6 µM;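 active = inhibition above a per-campaign cutoff, the mean inhibition of all tested compounds plus 3 SD, cut at about 27% in these data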;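 note: 0% = DMSO wells and 100% = JAK Inhibitor I control wells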
# Active calls of the source: *; nt = no result given.
SMILES,RBBP9 inh,S1P4 antagonist,NPY2 pot ag,NPY-Y1 PAM-ag,Runt-CBFb FRET,NPY-Y1 antag,S1P4 ag,Ba/F3 V617F tox,BaF3 tox
CCCCOc1ccc(/C=C/C2=CC(C)(C)NC(=S)N2)cc1OCC,-10,14,14,6,-2,3,0.5,4,4
Cc1ccc(S(=O)(=O)/N=S(\C)CC2CC2(Cl)Cl)cc1 (centres undefined),9,9,-2,-22,-1,-2,-1.0,-3,3
CS(=O)(=O)c1ccc2nc(NC(=O)C3C4C=CC(C4)C3C(=O)O)sc2c1 (centres undefined),-11,1,-14,-5,0,4,-0.2,-2,0
Cc1cc(C(=O)N/N=C/c2ccc(N3CCOCC3)cc2)c(C)o1,-4,2,21,21,-7,-3,-0.5,0,0
Fc1ccc(C2=CC(c3cccs3)n3nnnc3N2)cc1 (centres undefined),0,10,-31,-3,-4,nt,1.1,-5,0
CC(C)COC(=O)Nc1nnc(Cc2ccccc2)s1,-6,-11,-12,8,nt,2,0.1,2,6
O=C(c1ccco1)N1CCN(c2ccccc2F)CC1,2,14,8,4,3,3,3.0,-2,1
Cc1onc(-c2c(Cl)cccc2Cl)c1C(=O)O/N=C(\C#N)c1ccccc1,5,17,15,15,1,nt,-0.2,-5,-1
Cc1ccc2[nH]cc(C(=O)CN3CCN(c4ccccn4)CC3)c2c1,-6,-22,-1,8,1,8,1.7,5,5
COc1cc(-c2nnc(CSc3nnc4nc(C)cc(C)n34)o2)cc(OC)c1OC,12,-20,12,-4,2,1,2.0,1,6
COc1cc(OC)c(C2=NOC(C(=O)O)C2)cc1Cl (centres undefined),0,-8,-8,9,-1,2,0.3,-3,1
CCCCOc1ccc(CSc2n[nH]c(C)n2)cc1,-4,-4,8,2,3,-3,-3.8,1,6
OCCN1CN=C(Nc2nc3ccccc3o2)NC1,-4,-14,3,-3,-1,2,0.2,-2,0
CCCOc1ccc(N2C(=O)C/C(=C\c3ccccc3)C2=O)cc1,3,12,-30,5,0,nt,-2.5,-6,5
COc1ccc(NC(=O)CS(=O)CC(=O)NCC2OCCc3ccccc32)cc1 (centres undefined),-8,-6,-7,2,1,4,1.1,-1,-1
COc1ccc(-n2c(=O)c3c4c(sc3n(CC(=O)Nc3cc(C)[nH]n3)c2=O)CCCC4)c(OC)c1,-1,-11,10,7,-6,-5,-0.5,6,8
CCOc1cc2[nH]c(=S)n(CCC(=O)NCc3ccco3)c(=O)c2cc1OCC,-5,-9,-7,10,2,6,-0.3,0,5
CCOC(=O)c1c(NC(=O)CSc2n[nH]c(CNc3ccccc3)n2)sc(C)c1C,0,-10,-6,-1,0,9,-0.3,4,5
O=C(N/C(=C\c1ccc([N+](=O)[O-])cc1)C(=O)N1CCCCC1)c1ccccc1,2,-9,-2,1,0,-3,-1.6,2,8
CCOc1ccc(-c2[nH]ncc2Oc2ccccc2OC)c(O)c1,-11,-8,-3,16,2,3,1.0,1,10
CCOC(=O)C(NC(=O)CCl)(Nc1sc(C)c(CC)c1C#N)C(F)(F)F (centres undefined),-6,-19,-2,12,-2,-1,1.0,-1,7
CCn1c(SCC(=O)N/N=C/c2ccccc2OCC(=O)O)nnc1-c1ccc(OC)cc1,-6,4,-8,-2,6,-1,1.4,2,2
CC1(C)CC(Cc2nc(=S)[nH][nH]2)C(=O)O1 (centres undefined),-13,13,4,-9,44,4,1.6,-2,7
COc1cc(NC(=O)COC(=O)CNC(=O)c2ccc(C)cc2)c(C)cc1[N+](=O)[O-],1,-44,0,-15,1,7,1.4,0,6
Cc1ccc(NC(=O)COC(=O)CCNS(=O)(=O)c2ccc(C)c(C)c2)cc1,-2,-3,10,7,-2,-6,0.0,-1,4

# Next results
SMILES,RBBP9 inh,S1P4 antagonist,NPY2 pot ag,NPY-Y1 PAM-ag,Runt-CBFb FRET,NPY-Y1 antag,S1P4 ag,Ba/F3 V617F tox,BaF3 tox
CCN1CCN(C(=O)c2oc(=O)c3ccccc3c2-c2ccc(C)cc2)CC1,-1,3,10,8,0,0,-1.4,-2,0
Cc1cc(C(F)(F)F)n2nc(-c3sccc3-n3cccc3)cc2n1,-4,0,-15,-9,-1,5,0.8,5,7
Clc1ccccc1-c1nnc2sc(CCc3ccccc3)nn12,-3,-10,-17,-2,46,6,1.8,-1,3
CCOc1ccc(C(C)NC(=O)c2cccnc2OCC)cc1OCC (centres undefined),1,0,0,5,-2,0,1.1,1,13
COc1ccc(Cn2nnnc2CN(Cc2cc3ccc(C)cc3[nH]c2=O)C2CCCC2)cc1,4,-8,-3,7,-2,2,1.0,-3,4
COc1ccc(CC(=O)Nc2ccc(-c3cn4ccc(C)cc4n3)cc2)cc1,5,3,-4,5,-3,-3,-0.6,0,4
O=[N+]([O-])c1ccc(Sc2n[nH]c(-c3ccccc3)n2)nc1,-6,2,2,12,2,2,-0.8,-3,2
COc1ccccc1/C=N/Nc1nccnc1Cl,-4,17,9,-2,3,-5,-2.4,-2,2
Cc1ccc(Cl)cc1NC(=O)c1cnn2c1NC(c1ccco1)CC2C(F)(F)F (centres undefined),3,-5,-24,-18,10,2,0.3,1,2
COc1cc(/C=C2\SC(=S)N(C(C(=O)O)c3ccccc3)C2=O)cc(OC)c1OC (centres undefined),-11,-4,-27,-16,-41,nt,2.3,-1,1
Cc1ccc(C)c(NC(=O)C(Sc2nncn2C)c2ccccc2)c1 (centres undefined),1,8,-1,10,1,1,-1.1,1,2
CCOC(=O)/C(C#N)=C/Nc1ccccc1OC(F)(F)F,2,-1,-9,-15,-1,nt,0.7,-2,4
O=C(CCc1ccccc1)Nc1ccccc1C(=O)NCc1ccco1,-10,-5,-6,-4,-2,-3,0.0,-3,2
CCOc1ccccc1CN1CCN(Cc2nc3c(s2)CCCC3)CC1CCO (centres undefined),-6,-22,-7,-4,nt,11,2.5,-6,-1
COC(=O)c1ccccc1OCCOCCOc1cccc2cccnc12,0,-12,4,-2,-4,2,1.2,4,6
Clc1ccc(CN(Cc2ccccc2)C(c2cccs2)c2nnnn2C2CCCC2)cc1 (centres undefined),1,11,-10,-9,1,20,-1.3,-1,1
Clc1ccc(CNc2cnccn2)cc1,-7,-17,-6,-8,-1,-1,0.8,3,7
O=C(CN1C(=O)C2C3CCC(C3)C2C1=O)NCc1ccco1 (centres undefined),-5,4,5,11,-1,-4,1.1,-1,2
COC(=O)c1c(NC(=O)c2ccc(C)o2)sc2c1CCCCC2,-10,-6,2,-67,2,19,1.3,0,2
O=C1Nc2ccccc2C12OCC(COc1ccc(Cl)cc1)O2 (centres undefined),-8,-23,-11,-20,0,-7,-2.6,-2,1
CCc1ccc(CNC(=O)CN2C(=O)COc3ccccc32)cc1,0,-6,-6,1,-1,0,-0.1,-5,1
CCC(C)N1C(=O)CN(C2CCCCCC2)C(=O)C1c1ccccc1F (centres undefined),-2,1,-30,-26,1,24*,-1.9,8,12
COc1ccc(C2=Nn3c(nnc3-c3ccccn3)SC2)cc1OC,6,7,-1,-3,14,2,1.7,5,10
CCC(CC)c1nnc(NC(=O)CCCN2C(=O)c3ccccc3C2=O)s1,-4,-4,2,-1,0,5,-1.1,0,3
Fc1ccc(-c2csc3ncnc(Nc4ccc(N5CCOCC5)cc4)c23)cc1,0,4,9,-2,2,-7,-0.4,-4,3

# Exported as tab-separated lines: part of the list above
smiles	RBBP9 inh	S1P4 antagonist	NPY2 pot ag	NPY-Y1 PAM-ag	Runt-CBFb FRET	NPY-Y1 antag	S1P4 ag	Ba/F3 V617F tox	BaF3 tox
COc1cc(/C=C2\SC(=S)N(C(C(=O)O)c3ccccc3)C2=O)cc(OC)c1OC (centres undefined)	-11	-4	-27	-16	-41	nt	2.3	-1	1
Cc1ccc(C)c(NC(=O)C(Sc2nncn2C)c2ccccc2)c1 (centres undefined)	1	8	-1	10	1	1	-1.1	1	2
CCOC(=O)/C(C#N)=C/Nc1ccccc1OC(F)(F)F	2	-1	-9	-15	-1	nt	0.7	-2	4
O=C(CCc1ccccc1)Nc1ccccc1C(=O)NCc1ccco1	-10	-5	-6	-4	-2	-3	0.0	-3	2
CCOc1ccccc1CN1CCN(Cc2nc3c(s2)CCCC3)CC1CCO (centres undefined)	-6	-22	-7	-4	nt	11	2.5	-6	-1
COC(=O)c1ccccc1OCCOCCOc1cccc2cccnc12	0	-12	4	-2	-4	2	1.2	4	6
Clc1ccc(CN(Cc2ccccc2)C(c2cccs2)c2nnnn2C2CCCC2)cc1 (centres undefined)	1	11	-10	-9	1	20	-1.3	-1	1

# (continued)
SMILES,RBBP9 inh,S1P4 antagonist,NPY2 pot ag,NPY-Y1 PAM-ag,Runt-CBFb FRET,NPY-Y1 antag,S1P4 ag,Ba/F3 V617F tox,BaF3 tox
CCOc1ccccc1OCCCC(=O)Nc1sccc1C(N)=O,-5,-6,-1,-21,-2,-2,-1.9,3,4
Cc1ccc(C(=O)NCCCn2ccnc2)cn1,-11,-15,-3,-14,2,7,1.9,1,5
CN(C(=O)c1cccs1)c1ccccc1C(=O)O,-3,-13,-10,-16,4,-4,1.2,-1,4
COC(=O)c1c(C(=O)OC)c(C)n(Cc2ccco2)c1C,-5,-21,-5,17,0,2,1.8,1,7
CC(C)c1ccccc1NC(=O)CNC(C)c1ccc(F)cc1 (centres undefined),-2,-16,1,14,-3,2,-0.6,-2,3
CCOC(=O)c1c(NC(=O)Cn2c(=O)oc3ccccc32)oc(C)c1C(C)=O,-6,1,2,1,0,4,-0.3,-4,1
Cc1c(CC(C)C)nc(N)c(C#N)c1-c1ccccc1,-1,2,9,17,-1,6,-0.3,1,8
O=c1cc(-c2cccc([N+](=O)[O-])c2)[nH][nH]1,-11,-11,10,7,0,1,-1.4,0,6
CC12CCC(=O)N1C(C(=O)OCC(=O)Nc1sccc1C#N)CS2 (centres undefined),-8,-6,4,11,-1,2,0.4,2,5
CC(C)Cc1nc(Cl)c(C#N)c2c1CCC2,1,3,-14,-19,0,nt,-0.6,1,-5
NC(=O)NOCc1ccc(Cl)cc1Cl,-7,-5,-7,6,0,-1,1.9,0,4
O=[N+]([O-])c1ccc(Cl)c(/C=N/n2c(C3CCCCC3)n[nH]c2=S)c1,-4,-13,-5,-2,2,-1,-0.3,-5,-2
CCOc1ccccc1CN1C(=O)c2ccccc2C1C(=O)NC(C)CC (centres undefined),1,-9,-16,-17,1,13,1.4,-1,6
C=CCOc1c(Br)cc(/C=N/Nc2ccc(C(=O)O)cc2)cc1OCC,-7,-9,10,6,-9,0,1.1,12,6
COc1ccccc1-c1ccc(=O)n(CC(=O)NC2CCc3ccccc32)n1 (centres undefined),-8,-19,-9,-6,nt,8,-0.5,-3,2
CC(CCc1ccccc1)NC(=O)C1CCCN(C(=O)c2cc3sccc3n2C)C1 (centres undefined),-6,0,0,12,-4,6,0.1,1,2
CP(=O)(COC(=O)c1ccccc1)COC(=O)c1ccccc1,-8,-5,-9,14,-2,-2,-0.2,-1,2
